Bioassay records deposited in PubChem BioAssay by National Center for Advancing Translational Sciences (NCATS).
L3MBTL1 block: qHTS Assay for the Inhibitors of L3MBTL1. Lethal(3)malignant brain tumor-like protein 1 (Homo sapiens), Q9Y468. AlphaScreen L3MBTL1–H3K9me1 peptide binding. Potency, µM (highest dose often 57.1 µM), for inactives: at the highest dose activity, negative = inhibition, most hits filed as inhibitors. hit rate 0.66% among 230,000; also: potency is read from the fitted curve at half-maximal effect; % is scaled to controls: 0 for no effect and ±100 for the full control effect; nearly all actives have a fitted effect of over 60% in size
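L3MBTL1 50 nM + b-AHA-H3(1-15)K9me1 75 nM, 30 min RT; compound added, 30 min RT; streptavidin donor/Ni-chelate acceptor beads 10 ug/mL each final, 30 min RT dark; AlphaScreen read.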
Epigenetic derep: Quantitative High-Throughput Screen for Regulators of Epigenetic Control; murine LDR cells, GFP reporter derepression, 30 h; Potency, µM (highest dose often 53.9 µM), without a hit: at the highest dose GFP activation, actives largely listed as activators; hit rate 0.2% among 280,000; AID 1865, 2009; also: potency is read from the fitted curve at half-maximal effect; % of control where 0% means no effect; nearly all actives have a fitted effect of over 60% in size
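In this reporter-derepression format, murine cells bearing a silenced integrated CMV-GFP locus incubate with test compound (30 h, 37 C), then are washed and imaged; fluorescent objects of 20–120 um count as induced cells.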
KinaseGlo FLuc: Counterscreen for Luciferase (Kinase-Glo TM) Inhibition; Luciferin 4-monooxygenase (Photuris pensylvanica), Q27757; Kinase-Glo luciferase, ATP luminescence, 8 min; Potency, µM (series often up to 38.3 µM), inactives show top-dose activity change, negative = inhibition, usual class: inhibitors; hit rate 0.28% among 200,000; also: potency is read from the fitted curve at half-maximal effect; % is scaled to controls: 0 for no effect and ±100 for the full control effect; nearly all actives have a fitted effect of over 60% in size
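Kinase-Glo luciferase light output from ATP and luciferin was measured with 10 uM ATP, within the enzyme's linear range. Buffer: 50 mM imidazole pH 7.2, 50 mM KCl, 7 mM MgCl2, 0.01% Tween 20, 0.05% BSA; luminescence read after 8 min at ambient temperature.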
CBFb RUNX1 block: qHTS Assay for Compounds Blocking the Interaction Between CBF-beta and RUNX1 for the Treatment of Acute Myeloid Leukemia | Potency, µM (doses to about 59.8 µM), without a hit: top-dose activity, negative = inhibition, usual class: inhibitors | AID 1477, 2009 | AlphaScreen CBFb-His/RUNX1-biotin binding, biochemical | 230,000 tested, under 10 active | Runt-related transcription factor 1 (Homo sapiens) + Core-binding factor subunit beta …; also: % of control where 0% means no effect
Target sequence (Q01196 whole entry, looked up): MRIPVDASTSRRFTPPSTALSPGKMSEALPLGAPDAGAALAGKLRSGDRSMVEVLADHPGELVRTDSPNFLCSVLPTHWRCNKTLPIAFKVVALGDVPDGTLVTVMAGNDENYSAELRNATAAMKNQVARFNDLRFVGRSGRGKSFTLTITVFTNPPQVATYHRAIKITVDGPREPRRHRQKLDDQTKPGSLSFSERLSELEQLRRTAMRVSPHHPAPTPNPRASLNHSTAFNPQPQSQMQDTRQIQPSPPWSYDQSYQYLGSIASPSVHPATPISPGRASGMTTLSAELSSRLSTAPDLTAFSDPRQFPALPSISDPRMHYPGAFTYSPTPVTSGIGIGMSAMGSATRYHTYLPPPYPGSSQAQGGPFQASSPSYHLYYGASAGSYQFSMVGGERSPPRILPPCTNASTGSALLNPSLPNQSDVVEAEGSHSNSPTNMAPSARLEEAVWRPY
Target sequence (Q13951 whole entry, looked up): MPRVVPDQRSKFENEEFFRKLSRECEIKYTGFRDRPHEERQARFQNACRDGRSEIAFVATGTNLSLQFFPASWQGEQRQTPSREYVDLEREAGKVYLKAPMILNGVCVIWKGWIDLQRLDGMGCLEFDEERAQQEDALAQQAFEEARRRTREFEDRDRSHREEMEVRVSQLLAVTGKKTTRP
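His-tagged CBF-beta and biotinylated RUNX1 (30 nM each) were premixed 20 min at room temperature, exposed to compound for 15 min, then given nickel-chelate and streptavidin AlphaScreen beads (50 ng each). After 90 min, AlphaScreen signal was read.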
NPSR antagonist: qHTS Assay for Antagonists of the Neuropeptide S Receptor: cAMP Signal Transduction; CHO-NPSR cells, cAMP TR-FRET, antagonist mode; Potency, µM (series often up to 38.3 µM), without a hit: top-dose activity change, negative = inhibition, actives largely listed as inhibitors; hit rate 1% among 220,000; also: potency is read from the fitted curve at half-maximal effect; % is scaled to controls: 0 for no effect and ±100 for the full control effect; nearly all actives have a fitted effect of over 50% in size; many of its hits are not listed in these tables
Target sequence (Q6W5P4 whole entry, looked up): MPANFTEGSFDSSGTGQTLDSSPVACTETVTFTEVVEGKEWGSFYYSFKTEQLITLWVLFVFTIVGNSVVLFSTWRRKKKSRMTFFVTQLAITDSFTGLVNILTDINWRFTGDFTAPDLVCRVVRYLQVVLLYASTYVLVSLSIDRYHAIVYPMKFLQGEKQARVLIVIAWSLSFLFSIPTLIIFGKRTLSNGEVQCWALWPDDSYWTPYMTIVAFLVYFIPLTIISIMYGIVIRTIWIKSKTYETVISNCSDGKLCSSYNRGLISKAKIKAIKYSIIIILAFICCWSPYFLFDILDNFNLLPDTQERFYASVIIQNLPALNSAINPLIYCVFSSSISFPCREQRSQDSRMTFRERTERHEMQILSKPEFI
IMPase Li inh: qHTS Assay for Identifying the Cell-Membrane Permeable IMPase Inhibitors: Potentiation with Lithium. AID 1457, 2008. CHO-M1 cells, IP1 TR-FRET (IP-One), carbachol + lithium. Potency, µM (highest dose often 59.4 µM), inactives show top-dose activity, negative = IMPase inhibition, actives largely listed as inhibitors. hit rate 0.35% among 210,000;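 also: IP1 builds up when IMPase is blocked and the TR-FRET signal falls; potency is read from the fitted curve at half-maximal effect; plate controls were basal vehicle for no effect and high inhibitor control for full effect; nearly all actives have a fitted effect of over 50% in size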
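IP1 accumulation measured by competitive TR-FRET in lysed CHO-M1 cells after 30 min compound exposure at 37C, with a small lithium addition to potentiate weak responses. Hill-equation AC50 from ratio and donor-channel data.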
HttQ103 aggreg: qHTS Multiplex Assay to Identify Dual Action Probes in a Cell Model of Huntington: Aggregate Formation (GFP); PC12 HttQ103-GFP aggregates, Acumen cytometry, 40 h; hit rate 1.1% among 220,000; Potency, µM (doses to about 46.1 µM), inactives show top-dose activity change, negative = inhibition, usual class: inhibitors; AID 1688, 2009; also: potency is read from the fitted curve at half-maximal effect; % is scaled to controls: 0 for no effect and ±100 for the full control effect; nearly all actives have a fitted effect of over 60% in size
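Multiplexed with ATP-based cell death, this channel scores GFP aggregates in PC12 cells expressing inducible HTTex1-Q103-GFP. Induction used 100 nM tebufenozide; compounds were tested in concentration series.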
* marks the source's active call; other numbers are inactive results; ? = inconclusive; / = not tested or not shown; [ ] = another dose, or the depositor's remark. Calls follow the shape of the dose curve; as a rule, active = well fitted curve in the direction sought with a large enough effect; inconclusive = small, poorly fitted or top-dose-only effect, or another doubt; inactive = no such curve, though single readings can be large; an effect the other way counts as inactive or inconclusive. Some of the compounds tested (hit frequency here may not be typical).

Below each SMILES: L3MBTL1 block	Epigenetic derep	KinaseGlo FLuc	CBFb RUNX1 block	NPSR antagonist	IMPase Li inh	HttQ103 aggreg
- Cc1nc(CCN2C(=O)c3ccccc3C2=O)n[nH]1
  /	1.5%	-3%	5%	-9%[46.1 µM]	23%[38.3 µM]	13%
- COc1cc2c(cc1OC)CN(Cc1ccc(OC)c(C)c1OC)CC2
  2%	-0.8%	-2%	6%	-7%[46.1 µM]	23%[38.3 µM]	-14%
- O=C(Cn1c(=O)oc2ccccc21)Nc1nc(-c2ccccc2)cs1
  10%	2.3%	3%	11%	-2%[46.1 µM]	9%	-6%
- CC(=O)Nc1ccccc1C(=O)C(=O)Nc1ccccc1
  9%	1.1%	-1%	4%	-6%[46.1 µM]	1%	33%
- O=C(N/N=C\c1cn[nH]c1-c1ccc(Cl)cc1)c1cccs1
  /	0.1%	/	-2%	12%	/	-11%[9.22 µM]
- CC(Sc1nncn1-c1ccccc1)C(=O)Nc1cccc([N+](=O)[O-])c1 (configuration not stated)
  -8%	-1.9%	1%	-4%	-2%	-5%	2%
- Cc1ccc(SCCC(=O)N2CCC(C(N)=O)CC2)cc1
  -1%	2.4%	/	3%	9%[46.1 µM]	/	5%
- CCOC(=O)c1cnc2ccc(C(=O)OC)cc2c1NCc1ccco1
  /	-1.1%	0%	4%	?	38%[activator][38.3 µM]	-3%
- Cc1ncc(C[n+]2csc(CCOC(=O)C34CC5CC(CC(C5)C3)C4)c2C)c(N)n1
  1%	1.0%	-6%	3%	-27%	21%	25%[9.22 µM]
- CCOC(=O)CN(c1cc([N+](=O)[O-])ccc1OC)S(C)(=O)=O
  37%[activator]	1.3%	5%	?	11%	-4%	-1%
- NC(=O)C[N+]1(CC#CC(O)(c2ccccc2)c2ccccc2)CCCC1
  /	0.1%	-4%	-5%	16%	24%	-4%
- O=C(COC(=O)c1cc([N+](=O)[O-])ccc1NCc1ccccc1Cl)NCC(F)(F)F
  8%	7.3%	-1%	1%	-5%	-1%	10%
- COc1cccc(C(=O)c2c(C)c(CCC#N)n3ccccc23)c1
  -13%	1.1%	-1%	0%	-2%	2%	9%
- CCn1nc(C(=O)OCC(=O)N2CC(=O)Nc3ccccc32)c2ccccc2c1=O
  -15%	-0.3%	-1%	-1%	11%	-1%	2%
- O=C(CC(=O)N/N=C\c1ccc([N+](=O)[O-])cc1)NCCc1ccccc1
  4%	-4.2%	1%	-4%	-9%	5%	-9%[9.22 µM]
- CN(C)c1ccc(P(=O)(OC2CCCCC2)C(O)c2cccnc2)cc1 (configuration not stated)
  1%	-15%	/	2%	-6%[46.1 µM]	/	9%
- O=S(=O)(c1cccs1)N1CCCc2ccccc21
  18%	-6.0%	0%	9%	-5%[46.1 µM]	5%	11%
- CC(C)(C)c1ccccc1OCCN1CCCC1
  -3%	-1.1%	-1%	0%	5%[46.1 µM]	16%[38.3 µM]	-8%
- CCC(C)(C)n1nnnc1C(c1cccnc1)N1CCCC(C)C1 (configuration not stated)
  -1%	7.2%	-1%	3%	-9%	12%	11%[9.22 µM]
- Cc1ccc(NC(=O)c2ccc(CSc3nnc(C)s3)cc2)cc1
  -14%	0.4%	-5%	4%	-11%[46.1 µM]	-2%[38.3 µM]	10%

Structures shown so far that have a nitro group on carbon:
Below each SMILES: L3MBTL1 block	Epigenetic derep	KinaseGlo FLuc	CBFb RUNX1 block	NPSR antagonist	IMPase Li inh	HttQ103 aggreg
- CC(Sc1nncn1-c1ccccc1)C(=O)Nc1cccc([N+](=O)[O-])c1 (configuration not stated)
  -8%	-1.9%	1%	-4%	-2%	-5%	2%
- CCOC(=O)CN(c1cc([N+](=O)[O-])ccc1OC)S(C)(=O)=O
  37%[activator]	1.3%	5%	?	11%	-4%	-1%
- O=C(COC(=O)c1cc([N+](=O)[O-])ccc1NCc1ccccc1Cl)NCC(F)(F)F
  8%	7.3%	-1%	1%	-5%	-1%	10%
- O=C(CC(=O)N/N=C\c1ccc([N+](=O)[O-])cc1)NCCc1ccccc1
  4%	-4.2%	1%	-4%	-9%	5%	-9%[9.22 µM]

Entries of single compounds as entered above. Values in the order: L3MBTL1 block | Epigenetic derep | KinaseGlo FLuc | CBFb RUNX1 block | NPSR antagonist | IMPase Li inh | HttQ103 aggreg
Cc1ccc(SCCC(=O)N2CCC(C(N)=O)CC2)cc1 is entered as -1% | 2.4% | / | 3% | 9%[46.1 µM] | / | 5%
CCn1nc(C(=O)OCC(=O)N2CC(=O)Nc3ccccc32)c2ccccc2c1=O is entered as -15% | -0.3% | -1% | -1% | 11% | -1% | 2%

Next section
Below each SMILES: L3MBTL1 block	Epigenetic derep	KinaseGlo FLuc	CBFb RUNX1 block	NPSR antagonist	IMPase Li inh	HttQ103 aggreg
- CCn1c(=O)c2cc(C(=O)N(C)c3ccc(OC)cc3OC)sc2c2ccccc21
  -26%	-1.7%	/	-12%	?	/	3%[9.22 µM]
- CC(C)(C)C(=O)N1CCN(c2nc3ccccc3o2)CC1
  -2%	-2.2%	-1%	6%	-8%	?	-7%
- Cc1ccccc1-n1c(=O)c(C#N)cc2c(=O)n3ccccc3nc21
  /	-3.3%	17%	11%	-7%[46.1 µM]	-24%[38.3 µM]	12%
- O=Cc1ccc(-c2cccc(C(=O)O)c2)o1
  ?	-3.5%	1%	4%	2%	-6%	1%
- O=C(NNS(=O)(=O)c1cc(Cl)cc(Cl)c1)c1sccc1-n1cccc1
  -6%	-1.3%	-1%	-5%	-11%[46.1 µM]	-5%[38.3 µM]	-20%
- COc1ccc(OC)c(-c2csc(NC(=O)C3=NN(c4ccccc4)C(=O)CC3)n2)c1
  -26%	0.9%	-4%	-21%	-11%	20%	9%
- COc1ccc(/C=N/N2C(=O)C3C4C=CC(C4)C3C2=O)cc1[N+](=O)[O-] (configuration not stated)
  0%	4.3%	2%	1%	9%	-1%	/
- COc1ccc(C2C(C#N)=C(N)Oc3cc(O)ccc32)cc1OC (configuration not stated)
  -3%	1.1%	-3%	3%	-9%[46.1 µM]	-5%[38.3 µM]	1%
- N#Cc1c(N)nc(SCc2ccncc2)c(C#N)c1-c1cccs1
  -8%	0.0%	-1%	2%	?	34%[activator][38.3 µM]	-23%
- O=C(CNS(=O)(=O)c1ccc(F)c(Cl)c1)N1CCCCCC1
  6%	1.8%	-1%	1%	10%	4%	15%
- COc1ccc(CN2CCNC(=O)C2CC(=O)N(C)Cc2nccn2C)cc1OC (configuration not stated)
  7%	0.0%	/	6%	-27%	9%	-12%[9.22 µM]
- O=C(O)C1C2CCC(C2)C1C(=O)Nc1nc2ccccc2s1 (configuration not stated)
  /	0.0%	3%	6%	-9%[46.1 µM]	25%[38.3 µM]	-9%
- CC(C)(/C=N/O)/[N+]([O-])=C/c1ccco1
  -4%	0.0%	1%	1%	7%[46.1 µM]	3%[38.3 µM]	10%
- CCCSc1nc2sc3c(c2c(=O)[nH]1)CCN(Cc1ccccc1)C3
  /	3.5%	-1%	-4%	-6%[46.1 µM]	-13%[38.3 µM]	-10%
- CCCn1c(SCC(=O)N2CCN(c3ccccc3)CC2)nc2ccccc2c1=O
  -1%[11.4 µM]	0.0%	1%	-2%	-10%[46.1 µM]	7%[38.3 µM]	-5%
- COc1ccc2nc(Nc3nc(C)c(CCC(C)C)c(=O)[nH]3)nc(C)c2c1
  24%[11.4 µM]	-2.1%	1%	2%	-26%[46.1 µM]	25%[38.3 µM]	0%
- O=C(Nc1nnc(C2CC2)s1)c1cc(S(=O)(=O)N2CCCCC2)ccc1N1CCOCC1
  /	-2.8%	/	14%	-13%	/	21%[9.22 µM]
- C/C(=N/NC(=O)c1ccc2c(c1)OCO2)c1ccc(Br)s1
  /	-0.3%	/	5%	17%	-6%	-13%
- O=C1NC(=Nc2cccc(Cl)c2)SC1Cc1cccc(Cl)c1Cl (configuration not stated)
  9%	-0.4%	-2%	5%	2%[46.1 µM]	9%[38.3 µM]	?
- CCOC(=O)NC(=O)/C(C#N)=C(/C)N(C)C
  35%[activator]	-1.2%	1%	-7%	11%	6%	20%
- COc1ccc(C(CCNCc2ccc(F)cc2)c2ccc(F)cc2)cc1 (configuration not stated)
  4%	-0.3%	-3%	0%	?	7%	?
- CC(C)c1nc(Cl)c(C#N)c2c1CSC(C)(C)C2
  5%	-1.0%	2%	8%	-14%	18%	-13%
- CN1CCN(c2nc3c(c(=O)n(C)c(=O)n3C)n2CCSc2nnnn2-c2ccccc2)CC1
  -4%	2.1%	/	8%	-4%	/	-21%[9.22 µM]
- O=C(NCc1cc(C(F)(F)F)cc(C(F)(F)F)c1)C1CC(c2c(Cl)cccc2Cl)=NO1 (configuration not stated)
  12%	-1.1%	-3%	7%	?	21%[38.3 µM]	-20%
- CC1CN(c2oc(-c3ccccc3Cl)nc2C#N)CC(C)O1 (configuration not stated)
  -9%	-2.9%	/	-1%	3%[46.1 µM]	/	-4%
- CN(C)c1ccc(NC(=O)COC(=O)c2cc(Cl)ccc2[N+](=O)[O-])cc1
  ?	-3.0%	0%	?	-7%	-4%	13%
- COC(=O)c1sc(=S)n(-c2ccccc2)c1N
  -2%	2.2%	-3%	-7%	-11%[46.1 µM]	26%[38.3 µM]	-15%
- COc1ccccc1NC(=O)Oc1ccc(NC(=O)c2ccco2)cc1
  -8%	3.3%	-18%	2%	-2%[46.1 µM]	-8%[38.3 µM]	-22%
- Cn1cccc1/C=N\NC(=O)Cc1ccc(Br)c2ccccc12
  /	1.1%	1%	-10%	7%	10%	-29%
